From PubChem BioAssay
WT yeast gro inh – growth inhibition of WT yeast, mitochondrial fusion screen; 190,000 tested, 2.1% active; inhibition, % at 10 µM; mitochondrial fusion phenotypic screen, WT strain; in the data active means inhibition above about 58%; tested in S. cerevisiae
CSM14.1 death rescue – protection against thapsigargin-triggered cell killing – 384-well, CSM14.1, ATP luminescence, primary screen (AID 1222) | CSM14.1 thapsigargin-induced death rescue, ATP luminescence; higher % means a stronger effect | cellular ATP content (survival), % at 20 µM, or EC50 in µM where a hit was titrated | 190,000 tested, under 10 active;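 active means EC50 below 50 µM in the dose-response confirmation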;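 further: death triggered by thapsigargin at about 15 µM added after 2 h compound pretreatment; cell ATP read after overnight thapsigargin exposure of roughly 18 to 22 hours; normalized against plate controls of thapsigargin alone and 5% DMSO vehicle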
M1AAP inhibition – malaria alanyl aminopeptidase activity blockers – biochemical, fluorogenic H-Leu-NHMec substrate, 1536-well (AID 1445). inhibition, % at 30 µM; hits with a dose series show IC50 in µM. 220,000 tested, 0.42% active. recombinant M1AAP, H-Leu-NHMec fluorogenic kinetic assay; higher % means a stronger effect;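 active means primary inhibition above the hit cutoff, then over 50% inhibition at one or more dose response concentrations, cut at about 23% in these data, passing the limit was not always enough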;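 further: plate controls were DMSO full reaction for no effect and no enzyme background for full effect; strong numbers were not always called active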
TNAP activators – stimulation of alkaline phosphatase TNAP activity – biochemical, luminescent, no phosphate acceptor, uHTS, primary screen (AID 1001). 200,000 tested, 0.03% active. purified TNAP, luminescent activation assay, no phosphate acceptor; higher activation fold means a stronger effect. activation fold at 20 µM, or EC50 in µM where a hit was titrated; in the data active means activation fold from about 3, or a potency from the dose series; inactive means the rest, 99 in 100 with activation fold below about 1.6; further: many of its hits are not listed in these tables
UTI89 phage lysis – protection from phage-mediated lysis, alamar blue read-out – E. coli UTI89, K1F phage, bacterial capsule biogenesis inhibitors (AID 488966); E. coli UTI89 K1F phage lysis, alamar blue, 2 h; higher % means a stronger effect; one-dose inhibition, % at 100 µM; IC50 in µM for titrated hits; 340,000 tested, 0.02% active;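 active means phage lysis inhibition, versus mean bacterial control, above a set limit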;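 further: capsule biogenesis inhibitors block K1F phage lysis so surviving cells raise fluorescence; higher fluorescence means more inhibition of phage lysis; actives were called in the ten point dose series up to 300 µM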
human PMI inhibition – inhibitors of human PMI, primary screen, biochemical, fluorescence intensity, coupled assay (AID 1209). 190,000 tested, 0.42% active. inhibition, % at 20 µM, or IC50 in µM where a hit was titrated. purified PMI enzyme, coupled fluorescence intensity; higher % means a stronger effect;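 further: plate controls were DMSO vehicle for no effect and wells lacking substrate for full effect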
Hep lipid drop – modulators of hepatic lipid droplet formation; AML12 mouse hepatocytes, oleate lipid droplets, BODIPY imaging; inhibition, % at 6.5 µM; 240,000 tested, 0.4% active;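 active means lipid droplet intensity inhibited by at least 50%, with more than 500 cells counted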
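Assay system: AML12 mouse liver cells | Compound dosing: One dose, 6.5 µM compound | Read-out basis: Droplet intensity reduction, % inhibition | Measured by: Fluorescence imaging, 20x objective, two fields per well | Schedule: Overnight treatment with compound plus oleate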
human PMI inhibitors – human PMI inhibitors, high substrate, primary screen, biochemical, fluorescence intensity, high mannose 6-phosphate (AID 1220) | recombinant PMI enzyme, coupled fluorescence intensity; higher % means a stronger effect | one-dose inhibition, % at 20 µM; IC50 in µM for titrated hits | 190,000 tested, 0.66% active
Myeloid diff 2 – compounds promoting myeloid differentiation; AID 624256; 360,000 tested, 1% active; ER-HoxA9 myeloid progenitors, lysozyme-GFP differentiation, flow cytometry; calls only at 10 µM;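 active means normalized GFP-positive differentiation at or above the plate's own cutoff, the solvent-only control mean plus 3 SD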;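 further: cells exposed to compound for four days before flow analysis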
WT yeast gro inh mutant strain – also measured in WT yeast gro inh; calls as there; inhibition, %; mitochondrial fusion phenotypic screen, mutant strain inhibition
Hep lipid drop cells 6.5 µM – recorded beside Hep lipid drop, whose call it bears; cell count; measured here: cell count, cytotoxicity flag;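 cells counted across two imaged fields per well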
Myeloid diff 2 GFP+ MAC1+ % – further read-out of Myeloid diff 2, marked with its call; GFP+ MAC1+ double positive, %; measured here: differentiation confirmed by MAC1 staining
Numbers without * were called inactive; i = inactive; x = no result given; [ ] = remark or other dose. Unless noted, no stated cut-off is given here; in the data, active means inhibition above about 50%; inactive means the rest. Rows are unselected; overall some 4.6% were active at least once.

SMILES	WT yeast gro inh	WT yeast gro inh mutant strain	CSM14.1 death rescue	M1AAP inhibition	TNAP activators	UTI89 phage lysis	human PMI inhibition	Hep lipid drop	Hep lipid drop cells 6.5 µM	human PMI inhibitors	Myeloid diff 2	Myeloid diff 2 GFP+ MAC1+ %
COC(=O)Nc1ccc(S(=O)(=O)Nc2cnc3ccccc3n2)cc1	-3.0	5.0	-0.6%	8.2%	1	0.1%	-10.9%	-7.3	705	-7.0%	i	0.2
Cn1c(CN2CCOCC2)nnc1SCC(=O)Nc1ccc2c(c1)OCCO2	4.8	-14.3	-2.4%	-8.7%	1.1	0.7%	5.5%	-43.3	728	2.9%	i	5.2
COc1ccc(C2c3[nH]c4ccccc4c3CCN2CCCn2cccn2)cc1C (stereo unspecified)	-4.9	-11.7	0.5%	3.4%	1.1	-0.3%	23.3%	3.5	620	22.7%	i	0.6
COc1cc(-c2nc3cnccn3c2Nc2ccc(C(C)C)cc2)ccc1O	-9.0	-2.4	0.7%	-0.3%	1.1	5.1%	0.6%	-16.6	762	-5.5%	i	6.0
COC(=O)C1=C(C(=O)c2ccc(C)cc2)C(c2ccc(OC)c(OC)c2)n2nnnc2N1 (stereo unspecified)	-1.4	23.3	1.7%	3.4%	1.1	1.8%	-3.2%	6.1	737	-8.0%	i	1.0
CSc1nc2c(c(=O)[nH]1)C(c1ccc(Cl)cc1)CC(=O)N2 (stereo unspecified)	12.3	2.0	1.6%	2.6%	1	0.0%	-4.8%	19.4	670	-2.2%	i	0.4
CCOC(=O)c1c(NC(=O)CNC2CCCCC2)sc(C)c1C	31.3	5.7	2.0%	0.2%	1.1	0.2%	3.8%	5.6	557	-6.6%	i	0.5
CN(C)C(=O)NC1C=CS(=O)(=O)C1 (stereo unspecified)	10.4	-7.1	-5.3%	-1.6%	1	0.3%	4.3%	1.4	673	7.3%	i	0.4
O=C(CN(CCCN1CCOCC1)C(=O)Cn1nnc(-c2ccc(F)cc2)n1)NC1CCCCC1	-9.8	-18.2	1.5%	2.5%	1.1	5.4%	-4.8%	x	x	-2.6%	i	4.6
CCOCC(=O)Nc1ccc([N+](=O)[O-])cc1OC	-4.2	0.5	-0.1%	1.6%	1.1	-1.6%	-4.7%	6.0	683	42.7%	i	0.3
O=C1CN(C(=O)CSc2nnnn2-c2ccc(Cl)cc2)c2ccccc2N1	-1.2	-9.4	-0.4%	6.4%	1	0.9%	-4.3%	x	x	0.2%	i	6.7
COc1ccc(NC(=O)C2(c3cccs3)CCOCC2)cc1	-5.8	8.8	x	1.1%	1.1	0.3%	-1.5%	10.6	676	0.1%	i	0.2
CCN(c1cccc(C)c1)S(=O)(=O)c1cnc[nH]1	-10.5	-51.9	-0.9%	0.4%	0.9	0.1%	6.1%	0.3	763	-1.6%	i	4.8
C=CCn1c(SCC(=O)Nc2ccc3c(c2)OCCO3)nnc1-c1ccco1	-10.3	-1.7	-1.1%	2.8%	1.1	0.5%	9.2%	x	x	12.2%	i	4.5
CC/C(=N\NC(N)=O)c1ccc(OC(F)F)cc1	x	x	x	2.7%	x	0.0%	x	-4.6	714	x	i	0.5
COc1cc([N+](=O)[O-])cc(/C=N/NC(=O)c2ccc(NC(=O)c3ccc(C)cc3)cc2)c1O	18.8	29.0	1.0%	-1.9%	1.3	-0.3%	-4.4%	22.4	720	-1.0%	x	x
O=S(=O)(Cc1ccccc1)N1CCN(C2Cc3ccccc3C2)CC1	5.8	4.9	1.1%	3.0%	1.1	0.2%	13.2%	0.7	859	11.2%	i	0.8
COc1cc(OC)nc(/N=C/N(C)C)n1	1.1	5.5	-0.9%	1.9%	1.1	0.3%	-4.2%	18.6	598	-2.9%	i	0.3
CC(=O)Nc1cccc(NC(=O)C(=O)c2cn(CC(=O)N3CCCCC3)c3ccccc23)c1	5.1	6.6	0.3%	11.6%	1	0.2%	4.9%	-7.0	704	17.0%	i	0.2
COc1cccc(C2CN(c3ccc(F)cc3F)N=C2c2cccs2)c1OC (stereo unspecified)	57.9	-11.8	-0.8%	17.9%	1.4	1.8%	5.6%	-10.0	802	6.9%	i	0.7
CCn1ccnc1CN(C)Cc1cn(C)nc1-c1ccccc1F	6.5	6.4	-1.4%	-3.5%	1	0.0%	0.8%	-1.6	710	-5.0%	i	0.7
Cc1ccc2cc3cc(C(=O)NCCCN4CCc5ccccc5C4)oc3nc2c1	14.9	8.7	0.5%	9.4%	1	7.0%	-7.1%	3.2	639	-17.3%	i	1.1
CCc1ccc(N(C(=O)Cn2nnc(-c3ccccc3)n2)C(C(=O)NC2CCCCC2)c2ccccn2)cc1 (stereo unspecified)	35.7	2.7	-1.7%	-2.1%	1.1	2.9%	16.2%	16.7	627	9.2%	i	0.5
COC(=O)c1ccccc1NC(=O)c1ccc(COc2cccc3ccccc23)o1	9.4	4.6	-1.2%	0.5%	1	-0.2%	8.7%	0.2	765	2.6%	i	0.8
Cn1cccc1C(=O)c1ccc(Cl)cc1Cl	-11.2	-6.0	-1.3%	4.6%	1.1	-0.1%	-0.6%	x	x	-2.7%	i	1.8

Five compounds already listed, arranged by molecular weight, low to high:
SMILES	WT yeast gro inh	WT yeast gro inh mutant strain	CSM14.1 death rescue	M1AAP inhibition	TNAP activators	UTI89 phage lysis	human PMI inhibition	Hep lipid drop	Hep lipid drop cells 6.5 µM	human PMI inhibitors	Myeloid diff 2	Myeloid diff 2 GFP+ MAC1+ %
CCOCC(=O)Nc1ccc([N+](=O)[O-])cc1OC	-4.2	0.5	-0.1%	1.6%	1.1	-1.6%	-4.7%	6.0	683	42.7%	i	0.3
CCn1ccnc1CN(C)Cc1cn(C)nc1-c1ccccc1F	6.5	6.4	-1.4%	-3.5%	1	0.0%	0.8%	-1.6	710	-5.0%	i	0.7
COC(=O)Nc1ccc(S(=O)(=O)Nc2cnc3ccccc3n2)cc1	-3.0	5.0	-0.6%	8.2%	1	0.1%	-10.9%	-7.3	705	-7.0%	i	0.2
O=C1CN(C(=O)CSc2nnnn2-c2ccc(Cl)cc2)c2ccccc2N1	-1.2	-9.4	-0.4%	6.4%	1	0.9%	-4.3%	x	x	0.2%	i	6.7
Cn1c(CN2CCOCC2)nnc1SCC(=O)Nc1ccc2c(c1)OCCO2	4.8	-14.3	-2.4%	-8.7%	1.1	0.7%	5.5%	-43.3	728	2.9%	i	5.2

Next compounds.
SMILES	WT yeast gro inh	WT yeast gro inh mutant strain	CSM14.1 death rescue	M1AAP inhibition	TNAP activators	UTI89 phage lysis	human PMI inhibition	Hep lipid drop	Hep lipid drop cells 6.5 µM	human PMI inhibitors	Myeloid diff 2	Myeloid diff 2 GFP+ MAC1+ %
O=C(CSc1nnc(-c2ccc3c(c2)OCO3)n1-c1ccccc1)c1ccc(Cl)cc1	7.4	-7.2	-2.1%	3.4%	1	0.0%	-6.7%	-2.3	677	3.5%	i	0.7
CCN1C(=O)/C(=C\c2cn(-c3ccccc3)nc2-c2cccnc2)SC1=S	-4.5	-12.9	0.3%	-2.0%	1.1	0.4%	9.4%	-5.8	648	16.7%	i	0.6
Cc1ccc(NC(=O)CCl)cc1S(=O)(=O)N1CCCCCC1	-11.9	-1.3	-5.1%	-2.6%	1.1	-0.6%	-14.5%	6.3	614	-1.3%	i	0.6
CC(=O)N1C(C)(C)CC(=NOS(=O)(=O)c2ccccc2)CC1(C)C	-3.9	-0.1	-1.2%	-0.9%	1	-0.7%	-17.4%	-12.0	696	-21.1%	i	0.8
CCOC(=O)c1c(NC(=O)c2ccccc2)sc2c(O)c(CN(CC)CC)ccc12	15.6	-18.6	-0.4%	9.3%	1.1	0.0%	8.3%	x	x	14.1%	i	0.5
CC(C)CC(NC(=O)C1CCCCC1)C(=O)NCc1ccccn1 (stereo unspecified)	-1.1	-3.4	-1.1%	1.9%	1.1	-0.2%	12.0%	-4.1	750	9.9%	i	1.0
N#Cc1c(NC(=O)C2CC=CCC2C(=O)O)sc2c1CCCCCC2 (stereo unspecified)	16.6	12.8	-1.6%	7.5%	1.2	0.7%	-6.5%	9.3	605	-2.1%	i	1.0
CCCCN(c1ccc(C(=O)OC)cc1)S(=O)(=O)c1ccccc1	20.6	-32.7	-0.1%	5.2%	1	-0.9%	12.4%	-0.9	735	12.2%	i	0.6
CC(C)(C)OC(=O)NCCCC(CCCNC(=O)OC(C)(C)C)C(=O)O	18.8	-0.1	2.7%	-2.1%	1	-0.2%	11.5%	1.7	701	6.4%	i	1.6
O=C(c1ccco1)N1CCN(Cc2nnnn2CCc2ccccc2)CC1	3.0	-14.8	-1.0%	0.1%	1.1	-2.3%	-0.2%	x	x	-2.7%	i	1.0
CN(C)S(=O)(=O)c1ccc(NC(=O)c2ccc(Br)o2)cc1	1.9	7.1	-1.2%	7.0%	1	-2.4%	13.0%	13.6	781	7.3%	i	10.6
CC(C)Cc1cc(C(=O)NCCc2ccccc2)no1	14.8	-1.3	0.8%	-1.6%	1.1	-0.2%	-8.8%	2.4	762	-7.9%	i	2.5
Cc1nc(C(=O)N(C)C)nn1-c1cc(Cl)cc(Cl)c1	-12.1	1.2	-2.2%	-10.1%	1	0.2%	5.1%	x	x	3.0%	i	0.8
CC1CN(C(=O)c2cc3c(s2)CCC3)CC(C)O1 (stereo unspecified)	16.8	7.8	-2.6%	5.7%	1	0.3%[50 µM]	7.8%	x	x	22.5%	i	5.5
CCN(CC)S(=O)(=O)c1ccc(NC(=O)C2CCCO2)cc1 (stereo unspecified)	0.6	-4.6	-0.4%	-5.5%	1.1	1.4%	4.2%	x	x	10.1%	i	11.8
COC(=O)C1=CN(C2CC2)C=C(C(=O)OC)C1c1ccc(C(F)(F)F)cc1	10.7	-5.7	0.2%	6.7%	1.3	-0.9%	11.8%	5.7	731	5.8%	i	0.0
Cc1noc(C)c1NC(=O)NCCN1CCN(Cc2ccccc2)CC1	x	x	x	6.1%	x	0.3%	x	6.5	727	x	i	0.2
Cc1nn(C)c(C)c1NC(=O)c1ccnn1C	-21.7	11.8	1.5%	0.9%	1	0.0%	6.8%	x	x	12.2%	i	0.6
COc1ccc(CCNC(=O)COc2ccc(C)nc2[N+](=O)[O-])cc1OC	-0.6	-14.6	-0.1%	1.4%	0.9	0.3%	-7.4%	3.0	687	-7.4%	i	0.4
Cc1ccccc1Nc1nc(N)nc(CSc2nc3ccccc3s2)n1	47.4	53.4	-3.0%	5.5%	0.9	5.1%[50 µM]	1.2%	-1.2	614	-1.8%	i	0.5
Cn1cnnc1SCc1ccc(C(=O)N/N=C(\CCC(=O)O)c2ccc(C(C)(C)C)cc2)cc1	-11.4	-17.4	-3.8%	1.2%	1.1	0.0%	x	-36.4	366	x	i	0.5
